Assay outcomes from PubChem BioAssay.
Rv3671c protease – inhibits the M. tuberculosis serine protease Rv3671c; 320,000 compounds, 0.048% hits; inhibition, % at 5.96 µM; P9WHR9; in the data active means inhibition above about 38%;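 further: extracellular domain of Rv3671c used as enzyme; 0% = enzyme with DMSO and 100% = no enzyme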
Target sequence (P9WHR9 whole entry, looked up, the tested form may be a part): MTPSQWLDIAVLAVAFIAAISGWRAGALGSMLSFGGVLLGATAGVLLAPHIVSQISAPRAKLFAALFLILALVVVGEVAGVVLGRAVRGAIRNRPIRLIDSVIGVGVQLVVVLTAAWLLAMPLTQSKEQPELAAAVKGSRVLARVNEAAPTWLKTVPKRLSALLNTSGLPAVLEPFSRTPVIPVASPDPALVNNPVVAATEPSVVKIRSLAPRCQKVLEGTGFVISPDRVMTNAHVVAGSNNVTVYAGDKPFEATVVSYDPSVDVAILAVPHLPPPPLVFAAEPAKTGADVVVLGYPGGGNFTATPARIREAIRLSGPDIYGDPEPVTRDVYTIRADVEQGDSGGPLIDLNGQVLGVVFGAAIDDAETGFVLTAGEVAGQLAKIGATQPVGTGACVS
PrPC TRFRET – reduces human prion protein on the cell surface; cell surface PrPC, TR-FRET read-out; 370,000 compounds, 0.43% hits; inhibition, % at 13.8 µM; AID 720596; in the data active means inhibition above about 24%; further: 0% = median of the test wells and 100% = reference compound wells
MazF activator – increases E. coli MazEF RNase cleavage of RNA; P0AE70; FAM/BHQ RNA-DNA oligo cleavage fluorescence, 5 h; activation, % at 20 µM; 350,000 compounds, 0.32% hits; in the data active means activation above about 50%
Target sequence (P0AE70 whole entry, looked up): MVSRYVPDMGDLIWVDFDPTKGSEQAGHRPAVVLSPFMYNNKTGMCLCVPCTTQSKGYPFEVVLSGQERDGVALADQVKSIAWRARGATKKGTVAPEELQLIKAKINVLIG
Mtb UGM inh – blocks M. tuberculosis UGM enzyme; P9WIQ1; purified UGM, fluorescence polarization probe displacement; inhibition, % at 10 µM; 320,000 compounds, 0.06% hits; in the data active means inhibition above about 10%, passing the limit was not always enough; inconclusive means no clear call, values can overlap the other calls
Target sequence (P9WIQ1 whole entry, looked up): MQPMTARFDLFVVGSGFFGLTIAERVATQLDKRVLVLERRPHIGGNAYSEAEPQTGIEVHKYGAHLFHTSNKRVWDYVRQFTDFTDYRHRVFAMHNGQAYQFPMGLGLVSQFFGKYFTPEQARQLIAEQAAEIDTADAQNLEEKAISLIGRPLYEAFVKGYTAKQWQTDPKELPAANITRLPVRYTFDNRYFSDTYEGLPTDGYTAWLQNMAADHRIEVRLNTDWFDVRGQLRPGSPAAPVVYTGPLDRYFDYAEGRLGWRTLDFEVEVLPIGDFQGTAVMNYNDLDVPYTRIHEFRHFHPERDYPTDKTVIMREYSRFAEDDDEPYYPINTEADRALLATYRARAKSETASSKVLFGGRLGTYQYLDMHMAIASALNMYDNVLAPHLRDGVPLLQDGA
GDH-TPI inh – counter-screen for M. tuberculosis FBA inhibitors: GDH-TPI coupled enzymes | 360,000 compounds, 1.2% hits | AID 588335 | GDH-TPI coupled enzyme counterscreen, NADH absorbance | inhibition, % at 4.8 µM; in the data active means inhibition above about 30%;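 further: 0% = DMSO wells and 100% = wells lacking the enzyme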
BioA inh – BioA (M. tuberculosis) enzyme inhibition. 360,000 compounds, 0.096% hits. inhibition, % at 9.99 µM. purified M. tuberculosis BioA enzyme, plate reader; in the data active means inhibition above about 40%; inconclusive means no clear call, values can overlap the other calls
BoNT-F LC inh – BoNT F light chain protease inhibition. Multiplex microsphere protease cleavage assay, flow cytometry. inhibition, % at 10 µM. 360,000 compounds, 0.22% hits. AID 588497; in the data active means inhibition above about 35%, passing the limit was not always enough; inconclusive means no clear call, values can overlap the other calls; further: plate controls were buffer without enzyme for full effect and enzyme alone for no effect
Mtb FBA inh – Mtb fructose-bisphosphate aldolase inhibition; inhibition, % at 1 µM; purified M. tuberculosis FBA, fluorescence read-out; 360,000 compounds, 2.3% hits; in the data active means inhibition above about 27%;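 further: 0% = vehicle and 100% = reference inhibitor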
FadD28 FP inh – inhibitors of Mycobacterium tuberculosis FadD28 bisubstrate binding; 360,000 compounds, 0.22% hits; FadD28 bisubstrate probe binding, fluorescence polarization; inhibition, % at 12.5 µM; in the data active means inhibition above about 8.5%, passing the limit was not always enough; inconclusive means no clear call, values can overlap the other calls
An asterisk follows results filed as active; ? = inconclusive; . = not tested or not shown; + = active, no number. Compounds as they come; any-hit rate near 4.8%.

Every second line gives: Rv3671c protease | PrPC TRFRET | MazF activator | Mtb UGM inh | GDH-TPI inh | BioA inh | BoNT-F LC inh | Mtb FBA inh | FadD28 FP inh
> CCOc1ccccc1OCC(=O)NN1Cc2ccccc2C1=N
 : -2 | -6 | 3 | 0.4 | -3 | -0.7 | -1 | 0 | -3.1
> O=C(Nc1ccc(N=Nc2ccccc2)cc1)c1ccccc1Cl
 : 1 | 10 | -6 | 3.9 | 16 | . | -2 | 3 | 1.6
> Cc1nnc(NC(=O)CCSc2ccccc2)s1
 : -1 | 7 | -2 | 1.3 | 5 | -1.1 | -1 | -1 | 0.0
> O=C(NC1CCN(C(=O)Nc2cccc(F)c2)CC1)c1ccco1
 : -6 | 6 | -7 | -0.5 | -7 | 8.4 | -5 | 0 | -5.6
> NC1=NC2(CCCCC2)N(c2ccc(F)cc2)C(N)=N1
 : 6 | -1 | 7 | 0.8 | 2 | -0.7 | 11 | -1 | 0.0
> O=C(c1ccco1)N1N=C(c2ccc(Br)cc2)CC1(O)C(F)(F)F (stereo not given)
 : 4 | -3 | 5 | 2.1 | 6 | . | -1 | 2 | -5.3
> CSc1ccc(C(=O)C(C)(C)N2CCOCC2)cc1
 : -6 | 5 | -6 | -2.4 | 17 | 1.5 | 0 | -7 | -6.2
> Cc1ccc(NC(=O)CSc2nncc3ccccc23)cc1
 : -11 | 11 | 9 | 0.1 | 6 | . | -8 | 2 | .
> CC(CN1CCOCC1)OC(=O)/C=C/c1ccccc1 (stereo not given)
 : 6 | 2 | -2 | 0.2 | 15 | . | -2 | 2 | -0.9
> Cc1ccn2c(=O)nc(SCC(=O)N3N=C(c4cccs4)CC3c3ccc(F)cc3)nc2c1 (stereo not given)
 : 4 | -7 | 2 | 3.7 | 15 | -2.7 | -16 | 5 | 0.5
> Cc1ccc(N2CC(C(=O)Nc3nnc(SCC(=O)Nc4cc(C)on4)s3)CC2=O)cc1 (stereo not given)
 : -6 | 4 | -9 | . | -6 | -0.3 | 5 | -7 | -3.8
> O=C(O)c1cc2nc(C3CC3)cc(C(F)(F)F)n2n1
 : 4 | -1 | 1 | 1.7 | 3 | -1.9 | -10 | 1 | 1.8
> O=[N+]([O-])c1ccccc1C1Nc2cccc3cccc(c23)N1
 : -1 | 1 | -4 | -1.1 | 11 | -0.3 | -10 | -2 | -0.3
> COc1ccc(CNC(=O)CN(C)S(=O)(=O)c2ccc(Cl)cc2)cc1
 : -2 | 1 | 0 | -1.3 | -9 | -1.0 | -2 | -3 | -3.3
> COc1cc([N+](=O)[O-])ccc1NC(=O)COC(=O)C1=NN(c2ccccc2)C(=O)CC1
 : -2 | -7 | 6 | -1.3 | 5 | -1.2 | 1 | 3 | -2.7
> Cc1ccccc1S(=O)(=O)NC(=O)C1(C)CCN1C(=O)C1(c2ccc(Cl)cc2)CC1 (stereo not given)
 : . | 10 | . | . | -7 | -0.7 | -6 | 4 | -0.8
> O=C(O)c1ccc(CSc2nc3ccccc3[nH]2)cc1
 : -5 | -6 | 9 | 1.4 | 1 | -1.5 | -4 | 2 | 0.4
> CC1CCN(c2nnc(N3CCC(C)CC3)c3ccccc23)CC1
 : 0 | -1 | -3 | -0.8 | 2 | 1.9 | -7 | 0 | -2.0
> Nc1ccc(S(=O)(=O)NC(=O)c2ccccc2)cc1
 : -5 | . | 4 | 3.5 | 1 | 0.1 | -2 | -1 | 0.6
> O=[N+]([O-])c1cc(S(=O)(=O)/N=C(/c2ccccc2)N2CCOCC2)ccc1Cl
 : 2 | -20 | 2 | 0.8 | 10 | . | -6 | 0 | -0.6
> COc1ccc(Cn2nnnc2C(c2cccs2)N2CCOCC2)cc1 (stereo not given)
 : -2 | 2 | 1 | -0.5 | -11 | 2.6 | 7 | 3 | -2.5
> Cc1c(C(=O)O)sc2nc(/C=C/c3cccc(O)c3)[nH]c(=O)c12
 : -7 | -3 | -7 | 2.1 | 16 | 2.0 | 0 | 5 | -14
> N#C/C(=C\c1cccnc1)C(=O)Nc1ccccc1
 : -4 | 4 | 20 | -1.6 | 6 | 0.4 | -2 | 0 | -2.3
> CCN(CC)S(=O)(=O)c1cc(NC(=O)C(C)N2CCN(c3ccccn3)CC2)ccc1C (stereo not given)
 : -3 | -4 | 6 | 0.0 | -1 | -2.0 | -12 | -2 | 0.2
> CCN(CC)S(=O)(=O)c1ccc(N2CCOCC2)c(NC(=O)c2[nH]c(C)c(C(C)=O)c2C)c1
 : 1 | -7 | 9 | 0.6 | 11 | -1.6 | . | 5 | -0.3
> COc1ccc2c(C(=O)CCl)c[nH]c2c1
 : -5 | -1 | 10 | -0.7 | -3 | . | -23 | 1 | -5.1
> CS(=O)(=O)c1ccc2nc(NC(=O)CCS(=O)(=O)c3ccccc3)sc2c1
 : 4 | 1 | 8 | -0.6 | 1 | 1.4 | -3 | -2 | -3.0
> C=CCN(CC=C)C(=O)C(=O)c1cc(C)n(-c2ccc([N+](=O)[O-])cc2)c1C
 : -4 | -2 | -3 | -2.2 | 13 | 2.9 | -7 | 1 | -0.1
> O=C(Nc1cccc(O)c1)c1ccc(Br)cc1
 : -2 | 5 | 3 | -0.1 | 7 | . | 4 | -2 | -1.7
> O=C1NC(Cc2ccccc2)C(=O)N1Cc1ccccc1 (stereo not given)
 : . | -3 | -7 | . | 12 | 0.3 | 2 | 2 | 0.5
> Cc1ccc(S(=O)(=O)NCC(=O)NC2CCCCCC2)cc1
 : -6 | . | 4 | 0.2 | 4 | -2.5 | -2 | -1 | 1.0
> Cc1ccc(NC(=O)Cc2nn(C)c(=O)c3ccccc23)cc1F
 : 1 | 1 | -1 | 1.8 | -2 | -1.8 | 7 | 7 | -1.9
> Cc1nn(-c2ccc([N+](=O)[O-])cc2)c2c1C(c1ccc(OC(F)F)cc1)N1C(=N2)C(=O)Nc2ccccc21 (stereo not given)
 : 0 | 4 | 6 | -1.0 | 0 | . | 0 | -3 | -5.7
> Cc1ccc(-n2nc3c(c2NC(=O)c2ccc4c(c2)OCO4)CS(=O)(=O)C3)cc1C
 : -1 | 1 | -2 | -2.0 | 15 | 0.2 | -6 | 3 | -1.1
> CC(=O)Nc1ccc(-c2csc(NCc3ccccc3)n2)cc1
 : 0 | -1 | 7 | -2.5 | 3 | . | -5 | 0 | -0.4
> CC(C)NC(=O)C1CCN(C2CCN(C(=O)C3=CCCC3)CC2)CC1
 : -4 | -2 | 2 | 0.4 | -1 | . | -4 | 0 | -1.4
> COC(c1ccccc1)c1nnc(CCC(=O)N2CCCCCCC2)o1 (stereo not given)
 : 3 | 0 | -4 | -1.4 | -4 | -1.6 | 2 | 6 | 1.6
> CCc1ccc(/C=C2\SC(=S)N(CCC(=O)N3CCN(C)CC3)C2=O)cc1
 : 0 | -3 | -9 | 2.4 | 13 | -0.6 | -11 | -3 | -0.6
> CCOC(=O)COc1ccc(S(=O)(=O)NCc2cccnc2)cc1
 : -1 | -6 | 3 | -1.5 | 6 | 3.8 | -3 | -1 | -1.1
> Cc1ccc2cccc(S(=O)(=O)n3nc(C)cc3C)c2n1
 : 0 | 1 | 0 | 0.5 | -13 | . | -4 | 3 | -6.2
> CC(=O)NCCc1ccc(S(=O)(=O)N2CCN(c3nc(-c4ccccc4)c(C)s3)CC2)cc1
 : -6 | 6 | -2 | -1.5 | 5 | -1.3 | 14 | 4 | -0.5
> COc1ccc(Cl)cc1NC(=O)CSc1nnc(Cn2c(=O)sc3ccccc32)n1C
 : 2 | -7 | 4 | -1.5 | -7 | -2.1 | 0 | -2 | -4.1
> CCN(c1ccccc1)S(=O)(=O)c1ccc(OC)c(NC(=O)c2ccco2)c1
 : . | 7 | 10 | . | 4 | -0.8 | 0 | -2 | -2.4
> Cc1ccc(-c2nc(CS(=O)(=O)CC(=O)Nc3cc(F)ccc3F)c(C)o2)cc1
 : 6 | -4 | 4 | 1.9 | 8 | -0.6 | -15 | 0 | 0.9
> Cn1ncc2c(=O)[nH]nnc21
 : . | 8 | 7 | . | 0 | -0.7 | 4 | 1 | -1.7
> O=C(O)CN1C(=O)COc2cc(S(=O)(=O)N3CCCC3)ccc21
 : -1 | 2 | 3 | 0.0 | -1 | 0.4 | -2 | 3 | -2.8
> Cc1ccc(NC(=O)Cn2cnc3c(=O)n(C)c(=O)n(C)c32)c(C)c1
 : 1 | -2 | 3 | 3.2 | -8 | -1.8 | -6 | -2 | -1.0
> COc1ccc(NC(=O)C2CCOC2=O)cc1 (stereo not given)
 : 1 | 3 | 0 | 3.8 | -9 | . | ? | -1 | -3.7
> O=S(=O)(c1cccc(F)c1)N1CCN(c2nc(-c3cccnc3)nc3ccccc23)CC1
 : -20 | -10 | -26 | 0.1 | -1 | -2.2 | -9 | -2 | -2.7
> Cc1cc(=O)oc2cc(OC(C)C(=O)NCC3CCCO3)ccc12 (stereo not given)
 : -1 | -5 | -11 | -1.1 | 3 | -0.1 | 1 | 24 | -0.2
> CCOC(=O)C1=C(C)OC(N)=C(C#N)C1c1cc(OC)c2c(c1)OCO2 (stereo not given)
 : 4 | -4 | 11 | 0.7 | 15 | -0.3 | -18 | 0 | -4.0
> C#CCSc1n[nH]c(-c2ccco2)n1
 : 2 | 3 | -4 | 3.0 | 0 | -0.6 | 30 | 2 | -0.4
> COc1ccccc1CN(C)C(C)C(=O)Nc1cccc(C(C)=O)c1 (stereo not given)
 : -9 | 0 | 3 | 0.7 | 4 | 0.5 | 0 | 1 | -0.3
> Nc1nnc(SCC(=O)NNC(=O)c2ccccc2F)s1
 : 5 | 13 | 0 | . | 16 | -3.0 | -4 | 5 | -0.4
> O=C(NCCc1ccc(Cl)cc1)c1ccc2nccnc2c1
 : -11 | -7 | 1 | 3.0 | -6 | -0.6 | 1 | -3 | -3.6
> COc1ccc(CN=C2Nc3ccccc3CS2)cc1
 : 4 | 2 | 11 | -0.9 | 5 | -3.8 | ? | 1 | -7.9
> CCOc1ccccc1NC(=O)c1cccnc1
 : -1 | 2 | 3 | 0.5 | -7 | . | -8 | 4 | -0.8
> O=C(c1ccco1)N1CCN(C(c2ccccn2)c2nnnn2C2CCCC2)CC1 (stereo not given)
 : -16 | 8 | 8 | 4.0 | -9 | 0.4 | 7 | -2 | -3.7
> Nc1ccccc1CCc1ccccc1N
 : . | 10 | 4 | . | 12 | -0.1 | -1 | 4 | -0.8
> CNC(=O)CSc1nnnn1CCCOC
 : 3 | -1 | 9 | 1.3 | 3 | -1.7 | 10 | 3 | -1.1

Going on with the list.
Every second line gives: Rv3671c protease | PrPC TRFRET | MazF activator | Mtb UGM inh | GDH-TPI inh | BioA inh | BoNT-F LC inh | Mtb FBA inh | FadD28 FP inh
> COc1ccc2c(C#CCCO)c(-c3ccc(S(C)(=O)=O)cc3)sc2c1
 : -1 | -1 | -12 | -3.0 | 29 | -0.3 | 7 | + | -1.9
> COc1ccc(NC2=NC(C)(C)CS2)cc1
 : 10 | 10 | -1 | 3.2 | -3 | . | -16 | 3 | 0.0
> Cc1ccc(NC(=O)COC(=O)Cc2csc(-c3cccc(F)c3)n2)cc1C
 : -7 | 10 | 7 | -0.3 | -4 | 0.0 | 6 | -1 | -3.5
> CC1CCN(CC(=O)c2c[nH]c3ccccc23)CC1
 : 6 | 1 | -7 | -1.5 | 16 | 0.4 | 9 | 2 | -2.4
> Cc1cc(NS(=O)(=O)c2ccc(NC(=O)CCCOc3ccc(Cl)cc3)cc2)no1
 : -3 | 7 | 7 | 1.3 | -9 | 0.9 | -12 | -1 | -4.4
